# Screening data (PubChem)
# PhoP inhibition – inhibitors of PhoP regulon expression, primary screen, Salmonella Typhimurium, GFP reporter (AID 1863); S. Typhimurium PhoP-regulated promoter GFP reporter, 4 h; higher % means a stronger effect; inhibition, % at 50 µM, or IC50 in µM where a hit was titrated; 300,000 compounds, 0.16% hits;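 active = inhibition over 29.93%, a cutoff 3 SD above the screen mean, later confirmed by dose response; inconclusive = inhibition over 29.93% but no dose response follow-up; inactive = inhibition at most 29.93% or unconfirmed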;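 note: 0% = low Mg2+ inducing control and 100% = high Mg2+ repressing control; strong numbers were not always called active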
# RSV antiviral HEp-2 – inhibition of RSV-induced cytopathic effect – HEp-2 cells, primary 10 µM value included (AID 2391); 310,000 compounds, 0.13% hits; HEp-2 cells, RSV-induced CPE inhibition; higher % means a stronger effect; CPE inhibition, % at 10 µM, or IC50 in µM where a hit was titrated; in the data active = a potency from the dose series; inconclusive = CPE inhibition mostly from about 23% at the one dose, without a potency; inactive = the rest, 99 in 100 with CPE inhibition below about 21%; note: strong numbers were not always called active
# SIAH1 antagonists – Siah-1 peptide-binding antagonists, primary screen, biochemical, fluorescence polarization, rhodamine-plectin, uHTS (AID 1817). Siah-1 / rhodamine-plectin peptide fluorescence polarization; higher % means a stronger effect. one-dose displacement, % at 20 µM; IC50 in µM for titrated hits. 290,000 compounds, 0.02% hits;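 active = displacement of at least 50% at 20 µM, with a fluorescence ratio check between 0.3 and a set limit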;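 note: plate controls were Siah plus tracer with DMSO for no effect and tracer alone without Siah for full effect; strong numbers were not always called active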
# Myeloid diff 2 – compounds promoting myeloid differentiation. ER-HoxA9 myeloid progenitors, lysozyme-GFP differentiation, flow cytometry. calls only at 10 µM. 360,000 compounds, 1% hits;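 active = normalized GFP-positive differentiation at or above the plate's own cutoff, the solvent-only control mean plus 3 SD; inconclusive = no clear call, values can overlap the other calls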;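 note: cells exposed to compound for four days before flow analysis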
# Myeloid diff 2 GFP+ MAC1+ % – further read-out of Myeloid diff 2, marked with its call; GFP+ MAC1+ double positive, %; measured here: differentiation confirmed by MAC1 staining
# The depositor's hits bear a star; i = inactive; ? = inconclusive; · = no result given; + = active, no number; & = joins results of further samples.
# Start of the listing, in advance, 2 compounds:
SMILES,PhoP inhibition,RSV antiviral HEp-2,SIAH1 antagonists,Myeloid diff 2,Myeloid diff 2 GFP+ MAC1+ %
Cc1cc2nc3n(c2cc1C)CC1CC(C(=O)NCCC(C)C)N(C)C31 (stereo not given),·,-0.5%,·,i,1.1
CCCCCCSc1ccc([C@@H]2[C@H]3C(=O)N(C)C(=O)[C@H]3[C@]3(C(=O)OC)CCCCN23)cc1OC,·,5.3%,·,+,8.4*

# This part in full, from the first entry:
SMILES,PhoP inhibition,RSV antiviral HEp-2,SIAH1 antagonists,Myeloid diff 2,Myeloid diff 2 GFP+ MAC1+ %
Cc1cc2nc3n(c2cc1C)CC1CC(C(=O)NCCC(C)C)N(C)C31 (stereo not given),·,-0.5%,·,i,1.1
CCCCCCSc1ccc([C@@H]2[C@H]3C(=O)N(C)C(=O)[C@H]3[C@]3(C(=O)OC)CCCCN23)cc1OC,·,5.3%,·,+,8.4*
NC(=O)c1ccsc1NC(=O)COC(=O)CNC(=O)c1cccc([N+](=O)[O-])c1,·,2.8%,·,i,0.7
Cc1ccc(S(=O)(=O)N(C)C)cc1NC(=O)COC(=O)c1ccc2ccccc2n1,·,1.4%,·,i,1.2
CN(C)c1ccc(C(=O)Nc2cccc(S(=O)(=O)N3CCCC3)c2)cc1,·,1.9%,·,i,0.1
O=C(Nc1cccnc1)c1cccc(S(=O)(=O)Nc2cccc(Cl)c2)c1,·,3.6%,·,i,0.2
Cc1c(O)nc(SC2CC(=O)N(c3cc(Cl)cc(Cl)c3)C2=O)[nH]c1=O (stereo not given),·,1.3%,·,i,0.7
Cc1ccc(-c2csc3ncnc(N4CCN(S(=O)(=O)c5cccs5)CC4)c23)cc1,·,19.6%,·,i,0.7
CC(C)c1ccc(NC(=O)CN2C(=O)NC(Cc3c[nH]c4ccccc34)C2=O)cc1 (stereo not given),·,3.9%,·,i,1.3
Cc1sc2nc(CSCC(=O)Nc3cc(F)ccc3F)[nH]c(=O)c2c1C,·,0.5%,·,i,0.3
CCC(C)(C)C1CCC2(CC1)NC(=O)N(CC(=O)N1CCN(C(=O)c3ccco3)CC1)C2=O (stereo not given),·,2.0%,·,i,0.5
CS(=O)(=O)Nc1ccccc1C(=O)OCC(=O)NC1CC1,·,0.0%,·,i,0.5
COc1ccc([C@H]2CC(=O)C=C(c3ccc(NC(C)=O)cc3)C2)cc1OC,·,-0.8%,·,i,0.9
CON(C)c1nc(C2CCCCC2)c2cc(C)ccc2n1,·,3.0%,·,i,0.6
Cc1cc(Sc2ccc([N+](=O)[O-])cn2)ccc1Br,·,2.7%,·,i,0.2
COc1nc(Nc2ccc(-c3nc4ccccc4o3)cc2)nc(N2CCOCC2)n1,·,0.4%,·,i,0.7
COc1ccc(C(=O)Nc2nnc(C)s2)cc1S(=O)(=O)N1CCOCC1,·,1.1%,·,i,0.7
COc1ccc(CNC(=O)COc2ccccc2C(=O)c2cnn(-c3ccccc3)c2)cc1OC,·,2.4%,·,i,0.5
CC(C)CN(C(=O)COc1ccc([N+](=O)[O-])cc1)c1c(N)n(CC(C)C)c(=O)[nH]c1=O,·,0.1%,·,i,1.5
N#CCCN(C(=O)COC(=O)c1ccc(S(=O)(=O)N2CCCC2)cc1)c1cccc(Cl)c1,·,0.7%,·,i,1.3
O=C(COC(=O)/C=C/c1ccco1)NCc1ccc(Cl)cc1,·,1.7%,·,i,1.0
COc1cccc(C(=O)OCC(=O)Nc2ccc(N3CCOCC3)cc2)c1,·,0.2%,·,i,0.9
O=C(CCC(=O)Nc1ccccc1)N/N=C/c1ccncc1,·,-0.4%,·,i,0.6
CCOC(=O)c1[nH]c(C)c(C(=O)OCC(=O)NCc2ccc(OC)cc2)c1C,·,1.9%,·,i,0.6
CCOC(=O)[C@H]1[C@H]2COc3ccc(Br)cc3[C@@H]2N2C(=O)c3cc(F)c(F)cc3NC(=O)[C@@]12C,·,5.4%,·,i,1.1
O=C(COc1cccc(Cl)c1)NCC(c1cccs1)N1CCOCC1 (stereo not given),·,-0.2%,·,i,0.5
O=C(COC(=O)c1n[nH]c(=O)c2ccccc12)NCc1ccccc1,·,0.3%,·,i,0.3
COc1ccc2c(c1)c(C(=O)CN1CCCCC1)c(C)n2C,·,-1.9%,·,i,0.9
CC(=O)N1CCN(C(=O)CN2C(=O)NC(C)(c3ccc4ccccc4c3)C2=O)CC1 (stereo not given),·,-0.2%,·,i,0.3
CC(=O)c1csc(-c2cccc(-c3nc4ccc(Cl)cn4c3NC3CCCCC3)c2)c1,·,4.6%,·,?,·
CCOC(=O)C[C@H]1c2ccc(C(F)(F)F)cc2S(=O)(=O)N1Cc1ccccc1,·,-2.0%,·,i,0.6
Cc1cccc(C)c1NC(=O)CN1CCN(CC(=O)c2cc(C)n(C3CC3)c2C)CC1,·,0.2%,·,i,0.6
CC1(C)CC2CC(C)(CN2C(=O)COC(=O)c2cncc(Br)c2)C1 (stereo not given),·,1.4%,·,i,1.0
Oc1ccc(Cl)cc1CNCc1cccc2ccccc12,·,-2.1%,·,i,0.8
CCOC(=O)[C@H]1[C@H]2COc3cc(OC)ccc3[C@@H]2N2C(=O)CN(Cc3ccc(OC)cc3)C(=O)[C@@]12C,·,2.0%,·,i,2.1
Cc1cc(Nc2cccc(Br)c2)c2ccccc2n1,·,11.3%,·,i,0.6
COc1ccc(N(S(=O)(=O)c2ccccc2)S(=O)(=O)c2ccccc2)c(N)c1,·,3.5%,·,i,0.4
CCCCn1nc(C(=O)Nc2ccc3c(c2)OCCO3)c2ccccc2c1=O,·,8.3%,·,i,0.9
O=C(c1ccc(Cl)cc1)N1CCN(c2ccc([N+](=O)[O-])c(NCc3cccnc3)c2)CC1,·,25.5%,·,i,0.6
COc1ccc(C2=CC(=O)C[C@H](c3ccc(F)cc3)C2)cc1OC,·,0.7%,·,i,1.2
COC(=O)[C@]1(C)CCC[C@@]2(C)C3CC[C@@]4(C)C[C@]3(CCC21)CC(=O)N4 (stereo not given in full),·,2.4%,·,i,0.7
COc1ccc(C)cc1NC(=O)COC(=O)c1ccc2ccccc2n1,·,1.8%,·,i,0.3
CC(C)CCCC(C)NC(=O)c1cc(S(=O)(=O)N2CCCCC2)ccc1N1CCOCC1 (stereo not given),·,1.0%,·,i,0.4
CC1CCCCN1C(=S)NC(=O)c1ccco1 (stereo not given),·,0.9%,·,i,0.4
CCc1ccccc1NNC(=O)c1cc(C)on1,-10.1%,·,0.2%,i,0.5
NNC(=O)c1cc2sccc2s1,-1.3%,·,-1.8%,i,0.6
COc1ccc(NC(=O)CNC(=O)Cn2cnc3sc(C)c(C)c3c2=O)cc1OC,-4.9%,·,1.5%,i,0.7
C/C(CCC1CC(C)(C)OC1=O)=N\NC(N)=S (stereo not given),2.4%,·,2.0%,i,0.3
O=C(N/N=C/c1ccc([N+](=O)[O-])o1)c1cn2ccc3ccccc3c2n1,-1.9%,·,33.0%,i,0.2
CC(C(=O)N1CCc2ccccc2C1)N1C(=O)c2ccccc2C1=O (stereo not given),-9.9%,·,5.7%,+,2.0*
CCOC(=O)c1cc(C)[nH]c1C,-8.1%,·,3.6%,i,0.9
O=C(NC(=S)Nc1ccccc1)c1cncc(C#Cc2ccccc2)c1,12.2%,·,-1.2%,i,0.8
Cc1cc(C)n2nc(N)c(N=Nc3ccccc3)c2n1,-11.8%,·,8.6%,i,1.0
COc1cc(NC(=O)Cn2cnc(S(=O)(=O)N3CCCC3)c2)cc(OC)c1OC,-1.7%,·,4.6%,i,5.7
Clc1ccc(-n2nnnc2-c2ccno2)cc1,-5.3%,·,3.6%,i,1.1
COc1ccc(/C=N/NC(=S)N[C@H]2CC3CCC2C3)cc1 (stereo not given in full),-9.4%,·,2.4%,i,0.5
CCC(NC(=O)Nc1cc(C)on1)(C(F)(F)F)C(F)(F)F,-9.1%,·,12.2%,i,0.5
O=C(C[n+]1ccc(-c2nnc3n2CCCCC3)cc1)c1ccc(Cl)cc1,-8.3%,·,-4.4%,i,0.6
CCC(C(=O)N1CCOCC1)n1c2ccccc2c2nc(=O)cc(C)n21 (stereo not given),-5.0%,·,0.7%,i,0.5
CCOP(=O)(c1ccc(N(C)C)cc1)C(O)c1cccnc1 (stereo not given),-3.5%,·,-1.2%,i,0.4
# (further entries)
SMILES,PhoP inhibition,RSV antiviral HEp-2,SIAH1 antagonists,Myeloid diff 2,Myeloid diff 2 GFP+ MAC1+ %
CC(=O)OC1CCC2(C)C(=CCC3C2CCC2(C)C3CC3OC4(CCC(C)CN4)C(C)C32)C1 (stereo not given),-2.3%,·,-8.8%,i,3.8
CCCCCn1cnc2c(=S)nc(N)[nH]c21,-4.3%,·,-0.9%,i,0.6
CC(=O)NNS(=O)(=O)c1ccc(-c2cc(C(F)(F)F)n(C)n2)s1,-9.8%,·,-10.6%,i,0.9
Cc1ccc(CCNC(=O)C(C)n2nc(C)c3c(C)n(-c4ccccc4)nc3c2=O)cc1 (stereo not given),2.0%,·,2.3%,i,0.7
CCOC(=O)C1=C(N)Oc2c(oc(CO)cc2=O)C1c1ccc(Cl)cc1 (stereo not given),2.2%,·,3.3%,i,0.5
Cc1c(N2C(=O)CSC2c2ccc(F)cc2)c(=O)n(-c2ccccc2)n1C (stereo not given),-6.5%,·,1.7%,i,0.7
CN(C)n1cccc1/C=C(\C#N)S(=O)(=O)c1cccc(Cl)c1,-2.9%,·,-2.7%,i,0.1
CC(C)(C)C(=O)OCc1nc(-c2ccc(O)c(O)c2)cs1,-2.4%,·,4.5%,i,2.3
Cc1ccc(NNC(=O)c2cc(C(C)(C)C)nn2Cc2ccccc2)cc1,-11.4%,·,-11.0%,i,2.0
O=C(N/N=C/c1ccncc1)c1cnccn1,-10.4%,·,12.3%,i,0.3
S=c1[nH]ccn1-c1ccccc1Cl,-7.6%&-5.7%,·,-0.8%&2.8%,i,0.2
CCc1ccc(N2CN(CCc3ccccc3)CNC2=S)cc1,-9.2%,·,0.9%,i,0.4
CC(C)(C)NC(=O)N1CCN(c2ncccc2C(F)(F)F)CC1,-9.5%,·,6.2%,i,0.6
O=C(c1ccccc1)N1CCN(c2ccc([N+](=O)[O-])cc2-n2cccc2)CC1,-8.5%,·,10.2%,i,0.7
Cc1noc(C)c1C(=O)N(C)Cc1ccccc1,-12.5%,·,1.7%,i,0.2
O=C(NC1CCN(C(=O)c2cccs2)CC1)c1ccccc1,1.9%,·,12.7%,i,0.4

# Ordered by SMILES length (descending): some entries from above.
SMILES,PhoP inhibition,RSV antiviral HEp-2,SIAH1 antagonists,Myeloid diff 2,Myeloid diff 2 GFP+ MAC1+ %
CC(=O)OC1CCC2(C)C(=CCC3C2CCC2(C)C3CC3OC4(CCC(C)CN4)C(C)C32)C1 (stereo not given),-2.3%,·,-8.8%,i,3.8
Cc1ccc(CCNC(=O)C(C)n2nc(C)c3c(C)n(-c4ccccc4)nc3c2=O)cc1 (stereo not given),2.0%,·,2.3%,i,0.7
O=C(c1ccccc1)N1CCN(c2ccc([N+](=O)[O-])cc2-n2cccc2)CC1,-8.5%,·,10.2%,i,0.7
Cc1c(N2C(=O)CSC2c2ccc(F)cc2)c(=O)n(-c2ccccc2)n1C (stereo not given),-6.5%,·,1.7%,i,0.7
CCOC(=O)C1=C(N)Oc2c(oc(CO)cc2=O)C1c1ccc(Cl)cc1 (stereo not given),2.2%,·,3.3%,i,0.5
Cc1ccc(NNC(=O)c2cc(C(C)(C)C)nn2Cc2ccccc2)cc1,-11.4%,·,-11.0%,i,2.0
CN(C)n1cccc1/C=C(\C#N)S(=O)(=O)c1cccc(Cl)c1,-2.9%,·,-2.7%,i,0.1
CC(C)(C)NC(=O)N1CCN(c2ncccc2C(F)(F)F)CC1,-9.5%,·,6.2%,i,0.6
CC(C)(C)C(=O)OCc1nc(-c2ccc(O)c(O)c2)cs1,-2.4%,·,4.5%,i,2.3
CCOP(=O)(c1ccc(N(C)C)cc1)C(O)c1cccnc1 (stereo not given),-3.5%,·,-1.2%,i,0.4
O=C(NC1CCN(C(=O)c2cccs2)CC1)c1ccccc1,1.9%,·,12.7%,i,0.4
CCc1ccc(N2CN(CCc3ccccc3)CNC2=S)cc1,-9.2%,·,0.9%,i,0.4
Cc1noc(C)c1C(=O)N(C)Cc1ccccc1,-12.5%,·,1.7%,i,0.2
CCCCCn1cnc2c(=S)nc(N)[nH]c21,-4.3%,·,-0.9%,i,0.6
O=C(N/N=C/c1ccncc1)c1cnccn1,-10.4%,·,12.3%,i,0.3

# This is a subset, so the mix of outcomes need not match the whole.
